UDG counter: UDG inhibition counter-screen; 91,000 tested, 0.14% active; Potency, µM (titrated, usually from 115 µM), for inactives: at the highest dose activity change, negative = inhibition, actives largely listed as inhibitors; FRET deamination/UDG coupled assay, UDG read, 4 h; AID 1347430; also: nearly all actives have a fitted effect of over 65% in size
AID inh: inhibitors of human activation induced cytidine deaminase; 91,000 tested, 0.32% active; Potency, µM (series often up to 115 µM), for the others: top-dose activity change, negative = inhibition, most hits filed as inhibitors; Q9GZX7; AID deamination FRET fluorescence, UDG-coupled, 4 h; also: nearly all actives have a fitted effect of over 25% in size
Target sequence (Q9GZX7 whole entry, looked up): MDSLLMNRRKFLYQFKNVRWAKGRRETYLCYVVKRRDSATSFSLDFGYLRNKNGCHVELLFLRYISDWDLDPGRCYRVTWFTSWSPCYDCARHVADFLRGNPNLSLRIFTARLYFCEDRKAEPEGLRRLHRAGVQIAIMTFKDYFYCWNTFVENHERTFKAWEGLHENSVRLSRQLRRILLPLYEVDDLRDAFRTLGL
Numbers without * were called inactive; ? = inconclusive; [ ] = another dose, or the depositor's remark. Calls follow the shape of the dose curve; as a rule, active = well fitted curve in the direction sought with a large enough effect; inconclusive = small, poorly fitted or top-dose-only effect, or another doubt; inactive = no such curve, though single readings can be large; an effect the other way counts as inactive or inconclusive. % is scaled to controls: 0 for no effect and ±100 for the full control effect; potency is read from the fitted curve at half-maximal effect.

SMILES	UDG counter	AID inh
COc1cccc(NC(=O)C(CCSC)NC(=O)C2CCC(C)CC2)c1 (stereo not given)	-5%	-8%
Cn1cnc(S(=O)(=O)N2CCCC(C(=O)Nc3ccc(F)cc3Cl)C2)c1 (stereo not given)	-5%	17%
COc1ccccc1NC(=O)CN1C(=O)C2(SCC(=O)N2c2ccc(C)c(C)c2)c2ccccc21 (stereo not given)	4%	12%
Cc1cccc(NC(=O)CCS(=O)(=O)c2cc(Br)cc3c2N(C(=O)C2CC2)CC3)c1C	2%	4%
CCN(CC)S(=O)(=O)c1cc(N)ccc1C	3%	-1%
COc1cccc(C(=O)Nc2ccc(Cl)c(-c3nc4ccccc4[nH]3)c2)c1	?	-2%
O=C(Nc1noc2ccccc12)c1c(F)cccc1F	-13%	3%
CCOc1ccc(CCn2c3c(c(=O)[nH]c2=O)C(NC(=O)c2cccc(F)c2)(C(F)(F)F)C(=O)N3)cc1OCC (stereo not given)	-13%	-8%
CCc1nn(CC(=O)NCCCc2ccccc2)c(=O)c2cc3c(OC)cccc3n12	20%	22%
O=C(NCc1cccs1)c1cc(-c2ccncc2)nc2ccccc12	1%	7%
Cc1cccc(-c2nc3cc(NC(=O)c4cccs4)ccc3o2)c1	18%	-13%
Nc1nccnc1C(=O)NCC1Cc2ccccc2O1 (stereo not given)	-9%	-5%
O=C1N(Cc2ccc(Cl)cc2)CCCN1c1ccc(C(=O)N2CCc3ccccc32)cc1	-9%	?
Cc1cc(=O)oc2cc(OCC(=O)Nc3ccc(S(=O)(=O)N(C)C)cc3)ccc12	2%	?
Cc1ccc(CNC(=O)c2nc(-c3ccc(Cl)cc3)n3c2CCCCC3)cc1	-17%[57.5 µM]	?
CC(C)COc1ccc(C(=O)N(Cc2cccc(F)c2)C2CCS(=O)(=O)C2)cc1 (stereo not given)	-23%	?
CCOc1ccc(CN2CCN(c3ncnc4sccc34)CC2)cc1	0%	-5%
COc1cccc(NS(=O)(=O)c2ccc3[nH]cc(C(=O)NCCc4ccc(C)cc4)c(=O)c3c2)c1	1%	3%
CC(=O)O[C@H]1C(=O)[C@@]2(C)C([C@H](OC(=O)c3ccccc3)[C@]3(O)C[C@H](OC(=O)[C@H](O)[C@@H](NC(=O)c4ccccc4)c4ccccc4)C(C)=C1C3(C)C)[C@]1(OC(C)=O)CO[C@@H]1C[C@@H]2O (stereo not given in full)	-12%	2%
O=C(c1ccc2c(c1)N(Cc1ccc(Cl)cc1)C(=O)c1ccccc1S2=O)N1CCN(c2ccccc2F)CC1 (stereo not given)	6%	-3%

Additional structures follow.
SMILES	UDG counter	AID inh
CCC(C)(C)C(=O)N1CCC(C(=O)NC2CCCCCC2)CC1	-2%	-6%
O=C(O)CC1(O)C(=O)Nc2cc(Br)ccc21 (stereo not given)	4%	4%
Cn1c(=O)[nH]c(=O)c2c1nc(NCCCN1CCOCC1)n2Cc1ccc(F)cc1	0%	-1%
COc1ccc(S(=O)(=O)N(CCc2ccccc2)CC(=O)Nc2cc(C)ccc2C)cc1	3%	5%
COc1ccc(CNC(=O)c2cccc(N3CCCS3(=O)=O)c2)cc1	25%	-13%
CN(C)CCCN(Cc1cccs1)C(=S)NCc1ccccc1	-4%	-4%
COc1ccc(Cn2ccc3nc(C)c(C(=O)Nc4ccc(OC)cc4)cc3c2=O)cc1	18%	1%
COc1ccc(-c2cn3c(n2)sc2cc(C(=O)NCC(C)c4ccccc4)ccc23)cc1 (stereo not given)	2%[57.5 µM]	-3%
O=C(Nc1ccc(Cl)cc1)C1C2C3CCC(C3)C12 (stereo not given)	-3%	2%
Cn1c(=O)c2c(nc(CN3CCCCC3)n2CCCc2ccccc2)n(C)c1=O	-5%	-25%
Cc1nc2ccc(S(=O)(=O)NCc3ccccc3)cc2s1	-3%	-5%
COc1ccc(CCNC(=O)CSc2n[nH]c(-c3ccccc3Cl)n2)cc1OC	19%	12%
CCC1(C)CC(CC(=O)OC(C)CN(C)C)(c2ccccc2)CCO1 (stereo not given)	14%	3%
COc1ccc(-c2noc(N3CCC(C(=O)Nc4ccc(F)cc4Cl)CC3)n2)cc1	1%	-2%
CSc1cccc(NC(=O)Cn2c3ncccc3c(=O)n2-c2ccc(C)cc2)c1	-17%	?
CC(=O)c1ccc(NC(=O)CSc2nnc3ccc(-c4ccc(F)cc4)nn23)cc1	-1%	8%
CCc1ccc(C2CC(=O)Nc3c2c(=O)nc2c(C)cccn32)cc1 (stereo not given)	-1%	0%
COCCNC(=O)Cn1c(=O)n(CCCCCC(=O)Nc2ccccc2)c(=O)c2sccc21	-3%	5%
COc1cccc(C(=O)NCC(=O)NCc2ccc3cc(OC)ccc3c2)c1	-9%	-15%
CCOC(=O)c1ccccc1NC(=O)c1sc2ccccc2c1Cl	-4%[57.5 µM]	-3%[57.5 µM]

Further compounds.
SMILES	UDG counter	AID inh
O=C(O)CC1CCCc2ccccc2C1O (stereo not given)	1%	5%
CCN(C(=O)Cn1c(=O)oc2cc(S(=O)(=O)N3CCCCC3)ccc21)c1ccccc1	?	-16%
CCOC(=O)C(=O)Nc1ccc(OC)cc1	10%	0%
CC(=O)Nc1ccccc1-c1nc2ccccc2n(CC(=O)Nc2cccc(C(F)(F)F)c2)c1=O	-2%[57.5 µM]	4%
CCc1ccc2oc(-c3ccc(NC(=O)c4cc5ccccc5o4)cc3)nc2c1	0%[57.5 µM]	8%[57.5 µM]
CC(C)CN(CC(C)C)C(=O)COC(=O)c1c[nH]c2ccccc12	-7%	-8%
CCCC(C)NC(=O)CSc1nc2cc(Cl)ccc2s1 (stereo not given)	3%	4%
CCc1ccc(NC(=O)c2sc3nc(C)cc(C)c3c2NC(=O)c2ccccc2)cc1	0%	22%
Cc1ccccc1NC(=O)c1c(C)oc2ccc(O)c(CN3CCCCCC3)c12	3%	-4%
CCN(c1ccc(Cl)cc1)S(=O)(=O)c1nnc(NC(=O)c2ccccc2C)s1	6%[57.5 µM]	-9%
COc1ccccc1CNC(=O)CSc1nnc(C)c2c(C)n(-c3ccccc3)nc12	-1%	4%
COc1ccc(OC)c(CCNC(=O)C(C)n2c(C)c3cnn(-c4ccccc4)c(=O)c3c2C)c1 (stereo not given)	1%	-3%
CCOC(=O)c1cc(C)n(CC2CCC(C(=O)Nc3ccc(C)cc3)CC2)c1C (stereo not given)	3%[57.5 µM]	6%
CCOC(=O)N1CCc2c(sc(NCc3ccc(N(C)C)cc3)c2C(=O)Nc2ccccc2OCC)C1	-11%	175%[activator]
Fc1cccc(NC(=S)NCCCCc2ccccc2)c1	-1%	-3%
COc1ccc(-c2nc3n(c2C(=O)Nc2cccc(C(F)(F)F)c2)CCS3(=O)=O)cc1	-5%	6%
O=C(NCCCN1CCN(c2ccccc2F)CC1)c1nnc(Cc2ccc(Cl)cc2Cl)o1	-4%	-9%
N=c1nc(-c2ccccc2)ccn1O	-5%	1%
COc1ccc(-c2cc3ccc(OS(=O)(=O)c4ccc(C)cc4)cc3oc2=O)cc1OC	9%	3%
Cc1ccc(NS(=O)(=O)c2ccc3[nH]c4c(c3c2)CCCCCC4)cc1	-2%[57.5 µM]	-2%[57.5 µM]

A portion of the results above, for reference:
SMILES	UDG counter	AID inh
O=C(O)CC1CCCc2ccccc2C1O (stereo not given)	1%	5%
CCN(C(=O)Cn1c(=O)oc2cc(S(=O)(=O)N3CCCCC3)ccc21)c1ccccc1	?	-16%
CCOC(=O)C(=O)Nc1ccc(OC)cc1	10%	0%

The list goes on.
SMILES	UDG counter	AID inh
Cc1ccc2[nH]c(C)c(CC(=O)NCc3ccco3)c2c1	1%	3%
Cc1ccc(C)c(-c2[nH]c3ccccc3c2C=O)c1	-3%	2%
Cc1ccc(C(=O)NC2CCC(C)CC2)cc1C (stereo not given)	-4%	-3%
CN(C)c1ccc(Nc2nc(-c3ccc([N+](=O)[O-])cc3)nc3ccccc23)cc1	-5%	7%
CCN(CC)S(=O)(=O)N1CCN(CC(=O)Nc2c(C#N)c(C)c(C)n2Cc2ccco2)CC1	3%	-1%
CC(C)c1cccc(NC(=O)CCn2cnc3c2c(=O)n(C)c(=O)n3C)c1	1%	3%
CC(=O)N(Cc1ccccc1)Cc1cc2cc(C)ccc2[nH]c1=O	8%	1%
COc1ccc(CN2COc3ccc4c(-c5ccccc5)cc(=O)oc4c3C2)cc1	17%	-4%
O=C(NCCCNC(=O)c1ccccc1Cl)c1nc2ccccc2c(=O)[nH]1	5%	3%
COc1ccc(-c2nsc(NC(=O)c3oc4ccc(Cl)cc4c3C)n2)cc1	-7%[57.5 µM]	2%
O=C(N/N=C/c1ccc(Oc2ccccc2)cc1)c1ccc(CSCc2ccccc2)cc1	0%	-1%
Cn1c(=O)c2c(nc(SCC(=O)NCc3ccc(F)cc3)n2Cc2ccccc2F)n(C)c1=O	4%	1%
Cc1ccc2c(c1)c1c(c(=O)n(-c3ccccc3C)c(=O)n1Cc1ccccc1F)n2C	6%	15%
Cc1ccc(C(CNC(=O)c2cc(-c3ccccc3)on2)N2CCC(C)CC2)o1 (stereo not given)	-2%	0%
N#Cc1ccc(OCC(=O)NNC(=O)C2CC(=O)Nc3cc(F)ccc32)cc1 (stereo not given)	-21%	-12%
C=CCSc1nc2c(c(=O)n(C)c(=O)n2C)n1Cc1cccc(C)c1	-2%	-17%
Cc1cc(C)cc(NC(=O)Nc2ccc3nc(N4CCN(C)CC4)cc(C)c3c2)c1	7%	15%
CCCCn1nc(C(=O)N2CCN(c3ncccn3)CC2)c2ccccc2c1=O	-2%	0%
Nc1nc(CN2CCN(C(=O)c3cccc(F)c3)CC2)nc2ccccc12	2%	-6%
O=S(=O)(c1ccc(-n2cnnn2)cc1)N1CCN(c2cccc(C(F)(F)F)c2)CC1	0%[57.5 µM]	3%

Next part.
canonical_smiles,UDG counter,AID inh
CC(C)CC(NC(=O)C1CCC(C)CC1)C(=O)OCC(=O)c1ccc(Cl)cc1 (stereo not given),-5%,17%
COc1ccc(NC(=O)CSc2nc3ccccc3nc2Cc2ccc(C)cc2)cc1Cl,-2%,18%
CCOc1ccc(C(=O)Nc2ccc(-n3nncc3-c3ccc(OC)cc3)cc2)cc1,23%,5%
O=C(NCCCN1CCN(c2ccc(F)cc2)CC1)C1COc2ccccc2C1 (stereo not given),-4%,-6%
COc1ccc(NC(=O)C(C)N2Cc3ccccc3C2=O)cc1OC (stereo not given),18%,8%
O=C(NCCc1ccc(C(F)(F)F)cc1)c1cccnc1,-7%,-3%
CCOC(=O)c1nnn(C(CC)C(=O)Nc2cccc(OC)c2)c1C(=O)OCC (stereo not given),-4%,-13%
CCOC(=O)c1ccccc1NC(=O)N1CC(C)Oc2ccc(C)cc21 (stereo not given),-3%[57.5 µM],-3%
Cc1ccc(S(=O)(=O)Nc2ccc(N(C)C)c(C(=O)O)c2)cc1,-5%,7%
COc1cccc(-c2nc(CS(=O)(=O)CC(=O)NCCCc3ccccc3)c(C)o2)c1,13%,-2%
N#Cc1cccc(NC(=O)NCc2ccncc2)c1,4%,2%
O=C(CCCCN1CCC(c2ccccc2)C1)c1ccccc1 (stereo not given),4%,-9%
COC(=O)C1(NC(=O)CCNC(C)=O)CCCCCC1,4%,7%
Cc1ccc(CN(C)C(=O)c2ccc(S(C)=O)cc2)cc1 (stereo not given),2%,2%
COCc1cc(C)nc2sc3c(c12)NC(c1ccccc1C(=O)O)N(c1cccc(C(F)(F)F)c1)C3=O (stereo not given),-3%,?
Clc1ccc(-n2ncc3c(NC4CCCCCCCCCCC4)ncnc32)cc1,-2%,-1%
Cc1nc(NC(=O)Cn2ccc(=O)n(C)c2=O)sc1C,-1%,-4%
CC(C)(C)C1CCc2c(sc(NC(=O)c3cccc(Cl)c3)c2C(N)=O)C1 (stereo not given),-6%,-2%
CCOc1ccc2nc(N3CCCC(C(=O)NCCc4ccc(C)cc4)C3)sc2c1 (stereo not given),1%,?
CCc1nnc(SCc2ccc(OC)cc2)c2cc3sc(C)cc3n12,6%,-17%

The list goes on:
canonical_smiles,UDG counter,AID inh
CCCCn1cnc2cc(NC(=O)c3cc(OC)c(OC)c(OC)c3)ccc21,-6%,1%
COc1cc(SC)ccc1C(=O)Nc1ccc(S(=O)(=O)Nc2nccc(C)n2)cc1,10%,-8%
O=C(NCc1ccccc1Cl)c1cc2ccccc2oc1=O,2%,-2%
CC(=O)Nc1ccccc1SCc1cc(=O)n2cc(C)sc2n1,0%,6%
OCc1nc2ccccc2n1CC(O)COc1cc(Cl)ccc1Cl (stereo not given),9%,0%
O=C(CNC(=O)c1cc2ccccc2oc1=O)c1ccccc1,7%,5%
Cc1oc(-c2ccccc2F)nc1CS(=O)(=O)CC(=O)N1CCN(c2ccc(Cl)cc2)CC1,-18%,-24%
O=C(O)c1cc(-c2ccccn2)nc2ccc(F)cc12,2%,-1%

An excerpt of these results, with each value named.
CC(=O)Nc1ccccc1SCc1cc(=O)n2cc(C)sc2n1
  UDG counter: 0%; AID inh: 6%
OCc1nc2ccccc2n1CC(O)COc1cc(Cl)ccc1Cl (stereo not given)
  UDG counter: 9%; AID inh: 0%
O=C(CNC(=O)c1cc2ccccc2oc1=O)c1ccccc1
  UDG counter: 7%; AID inh: 5%

Compound activity deposited in PubChem by National Center for Advancing Translational Sciences (NCATS).

This is a subset (hit frequency here may not be typical).
